# Screening results from PubChem BioAssay.
# ANO1 activ: mouse TMEM16A channel activation, primary screen | HEK293 TMEM16A/YFP-H148Q/I152L, iodide quench fluorescence; stronger effect = lower value | B-score at 10 µM | 340,000 tested, 0.3% active | AID 623877;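 active = fluorescence-ratio B-score plate-corrected deviation score at least 3 library SD below zero, with starting fluorescence score within 5 deviations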;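 also: channel opened by trigger with iodide after compound preincubation; score built on the fluorescence ratio of max minus min over baseline; more negative score means more quench and so TMEM16A activation or potentiation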
# Target sequence (Q8BHY3 whole entry, looked up): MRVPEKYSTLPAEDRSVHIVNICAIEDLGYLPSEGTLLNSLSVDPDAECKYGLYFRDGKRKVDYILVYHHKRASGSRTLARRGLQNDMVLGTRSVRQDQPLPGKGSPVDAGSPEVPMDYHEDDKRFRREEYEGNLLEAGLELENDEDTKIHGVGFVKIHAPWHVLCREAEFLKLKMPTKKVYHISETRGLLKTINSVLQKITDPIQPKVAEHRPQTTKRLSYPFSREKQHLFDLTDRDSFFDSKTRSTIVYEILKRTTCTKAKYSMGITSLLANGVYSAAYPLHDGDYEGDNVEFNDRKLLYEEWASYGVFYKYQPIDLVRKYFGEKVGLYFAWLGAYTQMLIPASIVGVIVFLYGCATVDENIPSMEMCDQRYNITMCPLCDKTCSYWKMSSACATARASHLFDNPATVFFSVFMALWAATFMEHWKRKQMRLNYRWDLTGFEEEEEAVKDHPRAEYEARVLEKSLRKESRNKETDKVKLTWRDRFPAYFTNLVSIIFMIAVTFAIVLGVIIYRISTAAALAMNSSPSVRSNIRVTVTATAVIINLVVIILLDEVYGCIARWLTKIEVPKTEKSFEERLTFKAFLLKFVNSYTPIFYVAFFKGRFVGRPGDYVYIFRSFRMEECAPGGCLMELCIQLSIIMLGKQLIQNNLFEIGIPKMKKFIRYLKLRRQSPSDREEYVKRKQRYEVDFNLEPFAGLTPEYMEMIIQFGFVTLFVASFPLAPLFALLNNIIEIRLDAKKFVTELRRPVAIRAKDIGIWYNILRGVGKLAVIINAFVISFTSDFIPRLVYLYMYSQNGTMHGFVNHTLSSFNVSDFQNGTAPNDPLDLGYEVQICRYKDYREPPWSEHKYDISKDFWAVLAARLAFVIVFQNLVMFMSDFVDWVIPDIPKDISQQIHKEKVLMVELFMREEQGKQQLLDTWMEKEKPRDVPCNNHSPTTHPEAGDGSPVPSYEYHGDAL
# Calls only; i = inactive. Some of the compounds tested (hit frequency here may not be typical).
ANO1 activ	SMILES
i	Cc1ccc(NC(=O)C2CC(=O)N(c3ccccc3Cl)C2)cc1S(=O)(=O)N1CCOCC1 (centres undefined)
i	NS(=O)(=O)c1ccc(NC(=O)COC(=O)CCc2nc3ccccc3c(=O)[nH]2)cc1
i	CCN(CC)CCC=C(c1cccs1)c1cccs1
i	COc1cccc(CNC(=O)COC(=O)CCc2cc(OC)c(OC)c(OC)c2)c1
i	Cc1cc(OCC(=O)OCC(=O)N2CCc3ccccc3C2)ccc1Cl
i	COc1cc2cnc(-c3ccccc3F)cc2cc1OC
i	CC(=O)Nc1ccc2ccccc2c1[N+](=O)[O-]
i	Cc1ccccc1-c1nnc(SCC(=O)NC2CCS(=O)(=O)C2)n1C (centres undefined)
i	COc1ccccc1N(CC(=O)Nc1ccccc1C(F)(F)F)S(=O)(=O)c1cccs1
i	O=C1CN(C(=O)COc2ccc([N+](=O)[O-])cc2Cl)c2ccccc2N1
i	CN(C)CC1CCC/C(=C\c2ccc(OC(=O)/C=C/c3ccccc3)cc2)C1=O (centres undefined)
i	CC(C)(C)OC(=O)NCCCCCNC(=O)c1nc[nH]c1C(=O)NCC(=O)OCc1ccccc1
i	C[C@]12CC[C@H](OC(=O)CCC(=O)O)CC1=CCC1C2CC[C@@]2(C)C1CC[C@@H]2N (some centres undefined)
i	O=C(N[C@@H](Cc1ccccc1)C(=O)OCc1ccccc1)c1ccco1
i	CC(NC(=O)c1ccc(S(=O)(=O)Nc2ccccc2Cl)cc1)c1ccncc1 (centres undefined)
i	Cc1ccsc1C(=O)NNC(=O)c1ccncc1
i	COc1cccc(C(=O)OC(C)C(=O)Nc2ccc3c(c2)OCO3)c1 (centres undefined)
i	C[C@H](CO)N1C[C@H](C)[C@H](CN(C)S(=O)(=O)c2ccccc2)Oc2c(NS(C)(=O)=O)cccc2C1=O
i	O=C(Nc1nnc(-c2ccccc2)o1)c1cccc(S(=O)(=O)N2CCOCC2)c1
i	Cc1ccc(N2C(=O)N(CC(=O)N3c4ccccc4CC3C)C(=O)C2C)cc1 (centres undefined)
i	O=C(CN1CCN(Cc2ccccc2)CC1)c1ccc(Br)cc1
i	O=S1(=O)CCOC[C@H](Cc2ccccc2)N1Cc1ccccc1Br
i	CCCn1c(N)c(N(CCOC)C(=O)CSCC(=O)Nc2ccc(C)cc2)c(=O)[nH]c1=O
i	CCOc1ccc2nc(SCC(=O)NCC3CCCO3)sc2c1 (centres undefined)
i	CNc1nc(Cl)nc2c1ncn2-c1ccccc1
i	CC(C)(c1cc(Cl)c(O)c(CN2CCOCC2)c1)c1cc(Cl)c(O)c(CN2CCOCC2)c1
i	CN(C)S(=O)(=O)c1cccc(NC(=O)CN2C(=O)NC(Cc3ccccc3)C2=O)c1 (centres undefined)
i	COc1cc(C(=O)NNC(=O)CCOc2ccccc2)cc(OC)c1OC
i	CCc1ccc(NC(=O)COC(=O)CC2CCCC2)cc1
i	CC(O)CN(CC(C)O)c1ccc2c(c1)Cc1cc([N+](=O)[O-])ccc1-2 (centres undefined)

# Next section; the last 2 above are carried over.
ANO1 activ	SMILES
i	CCc1ccc(NC(=O)COC(=O)CC2CCCC2)cc1
i	CC(O)CN(CC(C)O)c1ccc2c(c1)Cc1cc([N+](=O)[O-])ccc1-2 (centres undefined)
i	CCOc1ccc(OCC)c(NC(=O)C2CCCN(C(=O)c3ccc(Cl)cc3)C2)c1 (centres undefined)
i	Cc1cc(OCC(=O)Nc2ccccc2C)no1
i	O=C(c1cnn(C(=O)CN2CCCC2=O)c1)c1ccccc1O
i	CCN(CC(=O)Nc1ccccc1C(F)(F)F)CC(=O)NC1CC1
i	CS(=O)(=O)c1ccc(C(=O)OCC(=O)Nc2cccnc2Cl)cc1[N+](=O)[O-]
i	C[C@H](O)Cc1cn(-c2cc3cc(C#Cc4ccsc4)ccc3oc2=O)nn1
i	COc1cc(CC(=O)OCC(=O)N(C)C2CCCCC2)cc(OC)c1OC
i	O=S(=O)(Nc1ccccc1OC(F)F)c1ccc(S(=O)(=O)N2CCCC2)cc1
i	CCN1C[C@@H]2[C@@H]3C(=O)N(Cc4ccccc4)C(=O)[C@@H]3[C@](Cc3ccccc3)(C1=O)N2C(=O)c1ccc(Br)cc1
i	COc1ccc(NC(=O)N(C)C[C@@H]2Oc3c(NC(=O)Nc4c(C)noc4C)cccc3C(=O)N([C@@H](C)CO)C[C@@H]2C)cc1
i	Nc1nnc(SCC(=O)NNC(=O)c2ccccc2F)s1
i	O=S(=O)(c1cccc(F)c1)N1CCN(c2nc(-c3cccnc3)nc3ccccc23)CC1
i	COc1ccc2c(C#CCCO)c(-c3ccc(S(C)(=O)=O)cc3)sc2c1
i	O=C1NC(Cc2ccccc2)C(=O)N1Cc1ccccc1 (centres undefined)
i	Cn1ncc2c(=O)[nH]nnc21
i	C[C@@H]1CN([C@H](C)CO)C(=O)Cc2cc(NC(=O)CCC(F)(F)F)ccc2O[C@@H]1CN(C)C(=O)Nc1ccccc1
i	CC(=O)Nc1ccc(NC(=O)C(C)OC(=O)c2c(C)nn(-c3ccccc3)c2Cl)cc1 (centres undefined)
i	COc1ccc(NC(=O)c2cc(-c3cccnc3)nc3ccc(C)cc23)cc1OC
i	Cc1occc1-c1nnc(SCC(=O)NC2CCCCC2C)o1 (centres undefined)
i	O=C(COC(=O)c1cccc(S(=O)(=O)N2CCCCC2)c1)NC1CCCCC1
i	O=C(C1CCCN1S(=O)(=O)c1ccc(Cl)cc1)N1CCN(c2ccccc2)CC1 (centres undefined)
i	COc1ccc(S(=O)(=O)N(C)CC(=O)NCCCN2CCOCC2)cc1C
i	COc1ccccc1/C=C/C(=O)OCC(=O)c1c[nH]c2ccccc12
i	Cc1cc(C)c(NC(=O)CN(C)C(=O)c2ccc(OCc3ccccc3)cc2)c(C)c1
i	CCc1cc2c(COC(=O)c3cc(S(=O)(=O)N4CCOCC4)ccc3F)cc(=O)oc2cc1O
i	O=C(COc1ccc(Cl)cc1)OCC(=O)N1CCOCC1
i	CC(NC(=O)C1CCN(C(=O)c2ccc(F)cc2)CC1)c1ccc(S(N)(=O)=O)cc1 (centres undefined)
i	Cc1cc(C(=O)OCC(=O)NCc2ccc(F)cc2)c2ccccc2n1
i	CN(C)S(=O)(=O)c1ccc(Cl)c(NC(=O)COC(=O)CNS(=O)(=O)c2c(F)cccc2F)c1
i	Cc1cc(C)cc(OCC(=O)OCC(=O)NC2CC2)c1

# A different layout for some results above.
Cc1cc(C)c(NC(=O)CN(C)C(=O)c2ccc(OCc3ccccc3)cc2)c(C)c1
  ANO1 activ: i
CCc1cc2c(COC(=O)c3cc(S(=O)(=O)N4CCOCC4)ccc3F)cc(=O)oc2cc1O
  ANO1 activ: i
O=C(COc1ccc(Cl)cc1)OCC(=O)N1CCOCC1
  ANO1 activ: i
CC(NC(=O)C1CCN(C(=O)c2ccc(F)cc2)CC1)c1ccc(S(N)(=O)=O)cc1 (centres undefined)
  ANO1 activ: i

# Further structures.
ANO1 activ	SMILES
i	Cc1ccc(C(C)C)c(O)c1C(=O)O
i	O=C(COc1cccc(C(F)(F)F)c1)Nc1cccc(S(=O)(=O)NC2=NCCCCC2)c1
i	Cc1cc(NS(=O)(=O)c2ccc(NC(=O)CNS(=O)(=O)c3ccccc3)cc2)nc(C)n1
i	CCN(CC)S(=O)(=O)c1ccc(C)c(NC(=O)COC(=O)CCC(=O)c2cccs2)c1
i	CCOc1ccccc1C=NN1CCCCCC1
i	O=C(COC(=O)c1ccc(S(=O)(=O)N2CCOCC2)cc1)NCc1ccccc1
i	COCCN(C(=O)c1ccc(C#N)cc1)c1c(N)n(Cc2ccccc2)c(=O)[nH]c1=O
i	O=C(COC(=O)c1ccc(Cl)nc1)Nc1ccc(N2CCOCC2)cc1
i	CC12CCC3c4ccc(O)cc4CCC3C1CC(=NO)C2O (centres undefined)
i	CCCc1cc(=O)[nH]c(SCC(=O)Nc2sccc2C#N)n1
i	COc1cc([N+](=O)[O-])ccc1NC(=O)COC(=O)C1=NN(c2ccccc2)C(=O)CC1
i	CCN(CC)S(=O)(=O)c1ccc(N2CCOCC2)c(NC(=O)c2[nH]c(C)c(C(C)=O)c2C)c1
i	NC(=O)Nc1ccc(C(=O)OCC(=O)Nc2cccc(S(=O)(=O)NC3=NCCC3)c2)cc1
i	CC1CC2CCCC(O)=C2C(=O)O1 (centres undefined)
i	CC[C@]1(C(=O)OC)[C@H]2C(=O)N(Cc3ccccc3)C(=O)[C@H]2[C@H]2CN=C(SCc3ccc(C)cc3)N21
i	N#Cc1cccc(NC(=O)CSc2cccc[n+]2[O-])c1
i	Cc1noc(NS(=O)(=O)c2ccc(NS(=O)(=O)c3ccc(Cl)cc3)cc2)c1C
i	CC(OC(=O)c1cc(=O)c2ccccc2o1)C(=O)Nc1ccc(N(C)C)cc1 (centres undefined)
i	CC(C)C(NC(=O)c1ccc(Cl)cc1Cl)C(=O)NCCc1ccccn1 (centres undefined)
i	O=C(O)c1ccc(-c2ccc(/C=C3\NC(=O)N(Cc4ccc(Cl)cc4)C3=O)o2)cc1
i	CN(CC(=O)Nc1cccc(S(=O)(=O)N2CCCC2)c1)CC(=O)Nc1ccc(F)c(F)c1F
i	Cc1cccc(C(=O)N[C@H](C(=O)NCc2cccs2)C(C)C)c1
i	C/C(=N\NC(=O)c1ccc(O)cc1)c1ccc2c(c1)OCCO2
i	Cc1ccc(C(=O)COC(=O)c2nc(Cl)ccc2Cl)cc1
i	COc1cc(F)cc(-c2ccc3c(c2)c(-c2cccs2)c(-c2cc(OC)cc(OC)c2)n3C)c1
i	COc1ccc(N2CCN(C(=O)CN3c4cccc5cccc(c45)S3(=O)=O)CC2)cc1
i	COc1ccc(C(=O)NC(=S)N2CCN(c3ccccc3O)CC2)cc1
i	CCCCn1c(CCl)nc2cc(S(=O)(=O)N3CCOCC3)ccc21
i	O=C(CCNS(=O)(=O)c1ccc(Br)cc1)NCCCSc1ccccc1
i	O=C1OCCN1C(=O)[C@H]1[C@H](c2ccccc2)C(c2cccc(Cl)c2)=NN1c1ccccc1

# Ordered by molecular weight (falling): part of the list above.
ANO1 activ	SMILES
i	O=C(CCNS(=O)(=O)c1ccc(Br)cc1)NCCCSc1ccccc1
i	COc1ccc(N2CCN(C(=O)CN3c4cccc5cccc(c45)S3(=O)=O)CC2)cc1
i	O=C(O)c1ccc(-c2ccc(/C=C3\NC(=O)N(Cc4ccc(Cl)cc4)C3=O)o2)cc1
i	CC(OC(=O)c1cc(=O)c2ccccc2o1)C(=O)Nc1ccc(N(C)C)cc1 (centres undefined)
i	Cc1ccc(C(=O)COC(=O)c2nc(Cl)ccc2Cl)cc1

# The list continues:
ANO1 activ	SMILES
i	CC(C)[C@H](NS(=O)(=O)c1ccccc1)C(=O)OCC(=O)NC(=O)NC1CCCCC1
i	O=C(COC(=O)c1cc(Cl)ccc1O)NC(=O)NCc1ccccc1
i	COc1ccc(CCNC(=O)COC(=O)C2CC2C)cc1 (centres undefined)
i	Cn1cccc1C(=O)OCc1cc(-c2ccco2)on1
i	O=c1cc(-c2ccc(O)c(O)c2)oc2cc(O)c([C@@H]3O[C@H](CO)[C@@H](O)[C@H](O)[C@H]3O)c(O)c12
i	CCC(=O)c1ccc(OCC(=O)Nc2cccc(S(=O)(=O)N(C)c3ccccc3)c2)cc1
i	COc1ccc2c(c1)[C@H]1[C@H](CO2)[C@H](c2ccccc2)[C@]2(C)C(=O)Nc3cc(C)ccc3C(=O)N12
i	CN(C)S(=O)(=O)c1ccc(C(=O)OCC(=O)c2csc(N3CCCCC3)n2)cc1
i	COc1ccc(C)cc1NS(=O)(=O)c1ccc(Cl)nc1
i	Cn1cnnc1SCC(=O)NCCC1=CCCCC1
i	CSCCC(NC(=O)c1ccccc1Br)C(=O)NNC(=O)c1cc(C)oc1C (centres undefined)
i	C[C@H]1COC(=O)[C@H](Cc2ccc(F)cc2)C/C=C\C[C@H](CC(=O)NCCO)C(=O)N1
i	C[C@H]1CN([C@@H](C)CO)C(=O)c2cccc(NS(=O)(=O)c3cn(C)cn3)c2O[C@H]1CN(C)S(C)(=O)=O
i	Cc1ccc(S(=O)(=O)N2CCOCC2)cc1NC(=O)CNCc1ccccc1Cl
i	O=C(O)CNC(=O)C1(NC(=O)OCc2ccccc2)CCCC1
i	Cc1ccc(S(=O)(=O)N2CCN(C(=O)COC(=O)CCCOc3ccccc3)CC2)c(C)c1
i	C[C@@H]1CCCCCCCCC(=O)OCCN1C(=O)OC(C)(C)C
i	O=C1NC(=O)C2(CCCC2)N1
i	O=C(COC(=O)Cc1ccsc1)Nc1ccc(Cl)cn1
i	CC(=O)Nc1ccc(NC(=O)C(C)Oc2ccccc2C(=O)NCc2ccccc2)cc1 (centres undefined)
i	CCC(=Cc1ccccc1O)c1ccncc1
i	CC(NC(=O)COC(=O)c1ccc(S(=O)(=O)N2CCOCC2)cc1)c1ccccc1 (centres undefined)
i	COc1ccc(C=CC(=O)c2cc(O)ccc2O)cc1
i	CC(=O)CSc1ccc(S(=O)(=O)N2CCN(C)CC2)cn1
i	COCCN(C(=O)CCCc1nc2ccccc2s1)c1c(N)n(CC(C)C)c(=O)[nH]c1=O
i	O=S(=O)(NCc1ccc(F)cc1)c1ccccc1Br
i	Cc1nc2ccc(NS(=O)(=O)c3ccccc3F)cc2s1
i	CCOC(=O)C1CCCN(c2nc3ccccc3nc2NS(=O)(=O)c2ccc(C)cc2)C1 (centres undefined)
i	O=[N+]([O-])c1ccc(C=NN2CCCCCC2)cc1
i	Cc1cc(C)cc(C(=O)NCC(=O)OCC(=O)c2c(N)n(C)c(=O)n(C)c2=O)c1
i	O=C(Nc1cccc(C(=O)NC2CC2)c1)c1ccc(F)c(S(=O)(=O)N2CCOCC2)c1
i	CC(Oc1cccc(Cl)c1)C(=O)NNC(=O)c1cccnc1 (centres undefined)
i	CC(C)(C)OC(=O)NCc1ccc(NC(=O)c2nc[nH]c2C(=O)NCCCNC(=O)c2[nH]cnc2C(=O)Nc2ccc(CNC(=O)OC(C)(C)C)cc2)cc1
i	COc1ccc(CCC(=O)Nc2ccc(S(=O)(=O)Nc3ncccn3)cc2)cc1
i	CCN(CC(=O)NCc1cccs1)S(=O)(=O)c1cc(NC(C)=O)ccc1OC
